Compound activity: PubChem, several laboratories
LEDGF integ inh – blocks HIV-1 LEDGF/p75-dependent DNA integration; TR-FRET IN-LEDGF/p75 DNA integration, Eu/Cy5; inhibition, % at 3.7 µM; 370,000 tested, 0.64% active; AID 743269;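 active means inhibition above the screen-wide mean plus 3 SD, cut at about 13% in these data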;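 further: signal is the Cy5 over europium emission ratio at 671 and 618 nm; 0% = plate median of compound wells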
rCAG RNA binder – r(CAG) repeat RNA binding | TO-PRO-1 dye displacement fluorescence | inhibition, % at 3 µM | 370,000 tested, 1.3% active | AID 651821;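 active means inhibition above the plate cutoff, the mean of all test compounds on that plate plus 3 SD, cut at about 35% in these data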;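 further: 0% = DMSO alone and 100% = 100 µM mitoxantrone as full dye displacement; higher means more dye released from RNA so lower well fluorescence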
Rev-erbA mod – modulates human Rev-erb alpha binding to DNA; AID 1259318; 370,000 tested, 0.79% active; Rev-erbα–FITC-DNA binding, fluorescence polarization, 90 min; activity, % at 10 µM; P20393;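 active means activity above about 14%, limit read from the data; passing the limit was not always enough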;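 further: 0% = DMSO wells with 35 nM protein and 100% = DMSO wells with 750 nM protein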
HTRA1 inhibitor – HTRA1 (human) protease inhibition; recombinant HTRA1, FP-rhodamine activity-based probe, fluorescence polarization; inhibition, % at 5.96 µM; 340,000 tested, 0.5% active; AID 504803; in the data active means inhibition above about 36%;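 further: 0% = enzyme with DMSO and 100% = wells lacking enzyme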
UHRF1 MBD2 ctr – UHRF1 methyl-DNA binding inhibition; Q96T88; UHRF1 binding to methylated oligo, TR-FRET; inhibition, % at 4.4 µM; 370,000 tested, 0.75% active; AID 687016; in the data active means inhibition above about 21%;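 further: UHRF1 SRA domain binding a hemimethylated CpG hairpin DNA probe; 0% = median of test compound wells and 100% = reference inhibitor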
Target sequence (Q96T88 whole entry, looked up, the tested form may be a part): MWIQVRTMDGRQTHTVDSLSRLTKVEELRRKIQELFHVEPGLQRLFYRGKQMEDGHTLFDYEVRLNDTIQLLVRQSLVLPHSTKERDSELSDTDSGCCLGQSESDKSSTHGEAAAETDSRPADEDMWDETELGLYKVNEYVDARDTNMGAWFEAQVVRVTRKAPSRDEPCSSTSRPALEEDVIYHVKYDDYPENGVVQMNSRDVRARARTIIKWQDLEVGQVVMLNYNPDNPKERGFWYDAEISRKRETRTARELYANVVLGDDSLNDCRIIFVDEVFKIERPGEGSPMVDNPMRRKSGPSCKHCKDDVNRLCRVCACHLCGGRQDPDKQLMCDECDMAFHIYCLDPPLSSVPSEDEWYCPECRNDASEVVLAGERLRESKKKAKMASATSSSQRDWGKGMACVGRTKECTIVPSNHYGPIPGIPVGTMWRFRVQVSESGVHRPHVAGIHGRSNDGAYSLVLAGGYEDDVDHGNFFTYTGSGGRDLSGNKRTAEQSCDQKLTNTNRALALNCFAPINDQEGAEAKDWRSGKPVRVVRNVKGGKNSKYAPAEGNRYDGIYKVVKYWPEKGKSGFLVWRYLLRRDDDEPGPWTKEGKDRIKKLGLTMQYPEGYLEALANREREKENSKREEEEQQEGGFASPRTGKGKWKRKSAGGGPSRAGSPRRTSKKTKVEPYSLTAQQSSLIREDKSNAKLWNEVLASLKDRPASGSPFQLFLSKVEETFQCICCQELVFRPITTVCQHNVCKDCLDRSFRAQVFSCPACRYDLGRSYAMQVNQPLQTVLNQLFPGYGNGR
MBD2 DNA inh – blocks human MBD2 binding to methylated DNA. TR-FRET, MBD2 binding to methylated oligonucleotide. inhibition, % at 4.4 µM. 370,000 tested, 0.31% active. AID 686964; in the data active means inhibition above about 13%
TCR-CD3 inh – inhibitors of human TCR-CD3 interaction. TAMRA-labeled TCR probe fluorescence, biochemical. inhibition, % at 9.4 µM. 360,000 tested, 0.37% active. AID 651800; in the data active means inhibition above about 19%;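 further: recombinant mutant TCR 2C K166C tagged with TAMRA read by polarization; 0% = receptor in buffer alone and 100% = receptor with positive control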
PRMT1 inh – blocks human protein arginine methyltransferase 1; inhibition, % at 2.79 µM; AID 652257; recombinant PRMT1, activity-based probe fluorescence polarization; Q99873; 370,000 tested, 1.3% active;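 active means inhibition above about 21% made by adding two undisclosed values, limit read from the data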
mABHD4 FP – ABHD4 (mouse) inhibition, primary FP screen; purified mABHD4, FP-Rh probe fluorescence polarization; Q8VD66; 370,000 tested, 0.54% active; inhibition, % at 8.92 µM;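 active means inhibition exceeding the mean over every tested compound plus 3 SD, cut at about 30% in these data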;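 further: 0% = plate median of compound wells and 100% = S159A mutant with DMSO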
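Doses – 8.92 µM, single dose · Material – wild-type mouse ABHD4 protein · Replication – single well per compound (singlicate) · Measure – percent inhibition of probe binding, normalized to plate controls · Schedule – 45 min compound pre-incubation plus 60 min probe step, 25 °C · Detection – fluorescence polarization with parallel and perpendicular emission, 525/598 nm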
PG9 binder – small molecules binding HIV-1 gp120 antibody PG9; 360,000 tested, 0.43% active; TR-FRET gp120-PG9 antibody binding; inhibition, % at 6.7 µM; in the data active means inhibition above about 8.5%
* hit, by the source's call; nt = not tested or not shown. Only part of the results is shown; count on the stated rates, not on these rows.

mol	LEDGF integ inh	rCAG RNA binder	Rev-erbA mod	HTRA1 inhibitor	UHRF1 MBD2 ctr	MBD2 DNA inh	TCR-CD3 inh	PRMT1 inh	mABHD4 FP	PG9 binder
O=Cc1c(NCCc2cccc(F)c2)c2ccccc2[nH]c1=O	3	-4	2	2	1	2	-6	2	-13	-0.6
COc1ccc(N(CC(=O)NCc2ccc(F)cc2)C(=O)c2snc(C(N)=O)c2N)cc1	4	-2	-2	-9	0	-1	1	-1	-5	-2.2
CC(C)(C)CC(=O)Nc1nnc(SCC(=O)Nc2ccccc2F)s1	-1	-5	-8	-3	3	2	2	-3	-7	-3.5
CCCCn1c(CNC(=O)CC)nc2ccccc21	0	-1	1	5	-2	-3	3	0	-4	-0.3
CC(=O)NCCOc1nc(N2CCCCC2)nc(N2CCCCC2)n1	3	-4	4	3	1	2	-3	1	2	-0.7
COc1cc(OC)cc(C2=Cc3ccc(OC)cc3C(CC(C)=O)N2c2ccc(-c3cccs3)cc2)c1 (configuration not stated)	-7	11	7	nt	-3	-3	-2	-1	1	-1.4
CN(C1CCS(=O)(=O)C1)S(=O)(=O)c1ccc(N2CCCC2=O)cc1 (configuration not stated)	1	3	6	4	4	0	-10	0	4	-1.7
O=C(C1CCC1)N1CCc2cc(S(=O)(=O)NCc3ccco3)ccc21	-2	-1	-2	0	2	2	8	3	6	-1.6
COC(=O)Nc1nnc(/C=C/c2ccccc2)s1	-5	7	3	-1	-3	0	-5	4	10	-1.9
OC1(C#CCCN2CCCCC2)c2ccccc2-c2ccccc21	0	-4	7	2	0	-2	5	-3	1	0.3
Cc1onc(-c2c(F)cccc2Cl)c1C(=O)NCc1ccc2c(c1)OCO2	-2	-4	2	-4	-3	-1	8	0	2	1.6
CN(Cc1nc(-c2ccccc2)no1)C(=O)c1ccco1	-1	2	0	3	-1	0	0	3	2	-0.7
CCN(c1ccccc1)S(=O)(=O)c1ccc(C(=O)Nc2ccccn2)cc1	2	-5	-2	-11	2	-5	-2	1	-1	-1.8
N#CC1=C(N)Oc2n[nH]c(-c3cccs3)c2C1c1cccs1 (configuration not stated)	3	5	-6	0	-11	-9	-5	-1	8	-2.2
O=C(O)c1cc(N2C(=O)C3C4C=CC(C4)C3C2=O)ccc1NCc1cccnc1 (configuration not stated)	2	2	4	-2	5	2	0	-4	-3	-0.6

Two records picked at random from those above:
mol	LEDGF integ inh	rCAG RNA binder	Rev-erbA mod	HTRA1 inhibitor	UHRF1 MBD2 ctr	MBD2 DNA inh	TCR-CD3 inh	PRMT1 inh	mABHD4 FP	PG9 binder
COC(=O)Nc1nnc(/C=C/c2ccccc2)s1	-5	7	3	-1	-3	0	-5	4	10	-1.9
CN(C1CCS(=O)(=O)C1)S(=O)(=O)c1ccc(N2CCCC2=O)cc1 (configuration not stated)	1	3	6	4	4	0	-10	0	4	-1.7

(more compounds)
mol	LEDGF integ inh	rCAG RNA binder	Rev-erbA mod	HTRA1 inhibitor	UHRF1 MBD2 ctr	MBD2 DNA inh	TCR-CD3 inh	PRMT1 inh	mABHD4 FP	PG9 binder
Cc1cccc(C)c1NC1=C(Cl)C(=O)OC1OC(=O)c1ccccc1 (configuration not stated)	-11	6	3	-17	3	8	-2	8	-12	-2.6
CS(=O)(=O)c1[nH]nc(-c2ccccc2)c1C#N	5	0	-2	7	3	-1	-1	0	6	0.5
CC1(C)Cc2c(cnn2-c2ccccc2)C(NC(=O)CCCn2cncn2)C1 (configuration not stated)	0	-5	-1	-5	-1	0	16	-1	11	-1.6
CN1CCC(OC(=O)COc2ccc(C(C)(C)C)cc2)CC1	2	-4	-4	1	7	1	3	3	1	0.4
Cc1c(N(C(=O)c2ccccn2)C2(C(=O)NC3CCCC3)CCCCC2)c(=O)n(-c2ccccc2)n1C	5	-9	-3	10	2	0	0	-5	-4	0.3
Cc1nn(-c2ccc(F)cc2)c(Cl)c1C(=O)OC(C)C(=O)N(C)C1CCCCC1 (configuration not stated)	1	1	-6	-4	0	1	5	0	6	-1.2
CC(C)(C)NC(=O)C(c1ccncc1)N(Cc1cccs1)C(=O)Cn1nnc(-c2ccc(F)cc2)n1 (configuration not stated)	3	5	2	-12	-2	-1	-3	7	3	-1.3
COc1ccc(N2CCN(C(=O)c3cccc(S(=O)(=O)N4CCOCC4)c3)CC2)cc1	-3	4	-4	-4	-2	-4	2	1	-2	-0.1
CCNc1nnc(SCC(=O)c2c(N)n(C3CC3)c(=O)[nH]c2=O)s1	1	2	-5	-7	14	9	-3	4	-3	0.5
Cn1c(=O)c(=O)n(C)c2cc(S(=O)(=O)N3CCN(C4CCCCC4)CC3)ccc21	-2	0	-6	3	0	-2	-3	6	-3	1.2
COc1ccc(NC(=O)c2ccccc2NC(=O)CSc2ccc(Cl)cc2)cc1	-8	3	-3	-6	3	-7	-6	2	-7	0.6
Cc1ccc(N(C(=O)CNC(=O)c2ccco2)C(C(=O)NCC2CCCO2)c2ccccc2)c(C)c1 (configuration not stated)	-1	-2	-4	-18	5	2	-9	6	-12	3.2
CC(=O)c1c(C)[nH]c(C(=O)OCc2cc(-c3ccco3)on2)c1C	-2	8	-8	0	-3	0	-2	6	-5	0.6
CC(CN1CCOCC1)OC(=O)CCc1ccccc1 (configuration not stated)	-5	0	1	3	8	9	7	6	-7	-2.9
CCOc1ccc(CCNC(=O)CCc2nc3ccccc3[nH]2)cc1OCC	3	1	5	0	-1	1	6	-7	-5	-1.7

Going on with the list.
mol	LEDGF integ inh	rCAG RNA binder	Rev-erbA mod	HTRA1 inhibitor	UHRF1 MBD2 ctr	MBD2 DNA inh	TCR-CD3 inh	PRMT1 inh	mABHD4 FP	PG9 binder
CCN(CC)S(=O)(=O)c1ccc(OC)c(NC(=O)CC2CCCC2)c1	1	1	-5	-5	-2	-2	-2	-3	-4	-1.7
CC(NCc1cccn1C)c1ccccc1 (configuration not stated)	2	-3	4	7	0	-7	-4	-1	1	1.4
COc1ccc(-n2cnnc2SCC(=O)c2cc(C)n(Cc3cccs3)c2C)cc1	-3	-6	-1	-24	-2	-4	5	3	-4	0.9
CC(C)(C)c1nc2ccccc2c2nnc(SCC(=O)Nc3nc4ccccc4s3)n12	7	6	-3	-1	3	-6	-4	0	-6	-0.5
C/C(=N/OC(=O)c1cccc(Cl)c1)c1nccs1	3	-3	5	-4	1	0	0	-2	2	-0.3
Cc1cc(Cl)ccc1Oc1ncc(CN2CCN(c3ccccc3)CC2)s1	-3	4	4	-4	-1	-1	0	-1	-4	-2.0
Cc1cc(=O)oc2c3c(cc(OCC(=O)NC(Cc4ccc(Cl)cc4)C(=O)O)c12)OC(C)(C)CC3 (configuration not stated)	-4	46*	-6	-18	-2	-1	5	-1	-3	0.6
CCN(CC(=O)Nc1c(F)cccc1F)C(=O)CSCC(=O)Nc1cc(C)on1	2	-1	-3	1	2	6	-9	8	-1	1.3
COc1ccc(CCNc2cc(C)nc(N)n2)cc1OC	2	13	2	-2	0	3	-10	-4	-2	-3.5
Nc1nc(-c2ccccc2)c(N=Nc2ccccc2Cl)s1	1	25	30*	73*	-4	-2	11	1	46*	-1.5
COc1ccc(C(=O)NC2CCCc3c2cnn3-c2cc(F)cc(F)c2)c(OC)n1 (configuration not stated)	2	-1	-4	-3	6	-2	-2	0	-4	-0.2
Cc1cnc(NC(=O)Cc2ccccc2F)s1	2	-1	-3	5	-5	-2	-5	-1	0	-0.2
Cc1cc(C)c(NC(=O)C2CCCN(S(=O)(=O)c3c(C)noc3/C=C/N(C)C)C2)c(C)c1 (configuration not stated)	-2	22	-1	-18	0	7	1	0	-22	0.1
COc1ccc(-c2nc(C#N)c(N3CC(C)OC(C)C3)o2)cc1OC (configuration not stated)	-1	-3	14	5	1	4	-2	-3	-7	0.4
O=C(NCc1ccc2[nH]c3c(c2c1)CCCC3)c1ccc(S(=O)(=O)N2CCCCC2)cc1	-2	19	5	-5	-1	2	-4	3	-15	0.4

The results go on:
mol	LEDGF integ inh	rCAG RNA binder	Rev-erbA mod	HTRA1 inhibitor	UHRF1 MBD2 ctr	MBD2 DNA inh	TCR-CD3 inh	PRMT1 inh	mABHD4 FP	PG9 binder
NC(=O)c1ccc(NC(=O)COC(=O)CCSc2ccccc2)cc1	1	5	-2	-8	1	4	7	1	0	-2.4
O=C(NCc1ccco1)C(c1ccco1)N(CCc1ccccc1)C(=O)Cn1nnc2ccccc21 (configuration not stated)	1	-4	-1	-6	3	-1	-6	2	0	0.2
CCCCOCCCNC(=O)C[C@@H]1C[C@@]2(C(=O)OC)CCCCC=C2N(Cc2ccccc2)C1=O	-2	-2	-5	nt	-3	1	1	0	0	-1.1
CC1(C)CC(=O)c2c(O)cc(OCC(=O)Nc3ccc(S(N)(=O)=O)cc3)cc2O1	-3	8	8	-2	-2	1	6	0	-5	-0.1
C[C@H]1Oc2ccccc2C(=O)C1C(=O)c1ccccc1 (some centres not stated)	-8	-6	3	4	2	-2	-7	9	-6	1.2
CCOc1ccc2ccccc2c1/C=N\NC(=O)c1ccc([N+](=O)[O-])cc1	5	3	-3	-3	-3	-8	-4	-5	0	-0.4
S=C(NC1CCCCC1)NC1CC2C=CC1C2 (configuration not stated)	5	-3	2	nt	-1	-7	-2	0	1	-0.1
C=CCNC(=O)C(=O)Nc1cc2c3c(c1)CCC(=O)N3CCC2	3	-5	-2	4	1	-4	1	3	2	-0.8
CCN(CC(=O)NCc1ccc(Cl)cc1)C(=O)c1ccc(S(=O)(=O)N(C)C)cc1	4	-4	-4	8	5	3	5	-5	-2	-0.5
C[C@@H]1CN(c2ccc(N3CCN(C(=O)OC(C)(C)C)C[C@H]3C)cc2C#N)CCN1Cc1ccccc1	-3	5	10	nt	2	9	2	10	-15	0.6
COc1cccc(-c2ccc(-c3noc(-c4ccccc4F)n3)c(OC)n2)c1	0	2	8	-3	-2	-1	-9	0	2	2.5
COc1ccc(CN2C(=O)C(CC(C)C)Nc3ncnc(N4CCOCC4)c32)cc1 (configuration not stated)	1	6	-1	2	5	7	-9	2	-7	0.2
